From PubChem BioAssay
All columns: NCI-60 one-dose screen, growth in % after 48 h at 10 µM unless noted; 100 = growth as untreated, 0 = no growth, -100 = all killed.
SW-620: SW-620 colon cancer; actives 5.2% (n = 82,000); AID 1794795
HT29: HT29 colon cancer. actives 7.4% (n = 81,000)
HCT-15: HCT-15 colon cancer; actives 5.2% (n = 82,000); AID 1794746
SNB-75: SNB-75 CNS cancer; actives 5% (n = 79,000)
HCT-116: HCT-116 colon cancer | AID 1794798 | actives 7.3% (n = 82,000)
A498: A498 renal cancer cells; actives 5.4% (n = 76,000); AID 1794774
HCC-2998: HCC-2998 colon cancer; actives 4.7% (n = 79,000); AID 1794799
COLO 205: COLO 205 colon cancer; actives 7.3% (n = 79,000)
KM12: KM12 colon cancer cells | actives 5% (n = 82,000)
Starred values were filed as active, the others as inactive; . = no result given; [ ] = another dose, or the depositor's remark. How the source made its calls: active means growth percent below 10; inactive means the rest.

SMILES	SW-620	HT29	HCT-15	SNB-75	HCT-116	A498	HCC-2998	COLO 205	KM12
COc1cc2oc3cc(=O)cc4oc(-c5ccccc5)cc(c2c2c1CCC(c1ccccc1)O2)c43 (configuration not stated)	100.3	71.9	62.8	68.2	59.7	113.6	60.7	98.5	74.3
CC(=O)Nc1ccc2c(c1)C(N1CC3CCC(CC3)C1)c1ccccc1-2 (configuration not stated)	83.8	75.1	53.3	88.6	71.9	78.5	99.5	68.6	80.7
C=CCc1c(O)c(C(=O)/C=C/c2ccc(Cl)cc2)c(OC)c2ccoc12	37.3	36.6	41.3	80.1	17.2	46.9	63.3	73.7	41.1
O=c1ccc(=O)n(-c2nc(-c3ccc(-c4csc(-n5[nH]c(=O)ccc5=O)n4)cc3)cs2)[nH]1	106.5	120.6	110.3	96.4	91.9	104.6	115.7	106.2	100.3
CC(=O)c1ccc(NC(=O)CNNc2nc3ccccc3c(=O)n2-c2ccccc2)cc1	100.2	111.8	96.8	83.0	97.8	86.7	105.9	116.3	96.4
O=C(/C=C/c1ccc2nc(-c3cc(F)cc(F)c3)sc2c1)c1cc(F)cc(F)c1	112.5	96.6	115.1	.	102.1	81.2	95.2	114.6	106.2
COc1ccc(CCNC(=O)C(=O)[C@H](Cc2ccccc2)NC(=O)c2oc3cc(OC)c(O)cc3c(=O)c2C)cc1	104.8	96.1	90.6	.	87.2	98.5	104.9	118.8	103.2
COc1cc(C(=O)NC2CC(C)CC(C)(C)C2)cc(OC)c1OC (configuration not stated)	112.2	101.4	97.3	88.7	107.9	.	112.2	103.5	95.9
COc1cc(C(=O)c2sc3nc4c(cc3c2N)CCCC4)cc(OC)c1OC	107.0	103.4	104.6	93.0	101.4	105.8	109.9	103.7	93.2
O=C(Nc1cccc2c1CCCC2)c1cc2c([nH]c1=O)CCCC2	95.6[500 µM]	108.5[500 µM]	108.6[500 µM]	69.6[500 µM]	101.2[500 µM]	102.9[500 µM]	101.4[500 µM]	108.6[500 µM]	107.5[500 µM]
Cc1nc2cc(Nc3nc(N4CCOCC4)nc(N4CCN(C)CC4)n3)ccc2n1Cc1ccccc1	104.3	108.5	96.0	71.2	98.2	92.4	113.5	111.1	115.0
COc1cc(Cl)cc(-c2nn(-c3cccc(NC(=O)Nc4cc(C(F)(F)F)cc(C(F)(F)F)c4)c3)cc2-c2ccncc2)c1	7.2*	3.9*	6.2*	11.3	-4.6*	-21.6*	9.5*	-64.0*	12.2
CC(C)Cc1cc(CN(C)CC(=O)NCCc2ccccc2)nn1-c1ccccc1	100.3	85.1	110.6	93.3	104.2	99.8	95.0	115.6	98.2
Ic1cccnc1	96.9	109.8	99.1	102.7	101.0	92.2	98.9	111.5	100.2
Cc1ccc2nc(-c3ccc(-c4nnc(SCC(=O)Nc5ccccc5)o4)cc3)[nH]c2c1	100.8	100.0	88.9	107.9	98.9	76.3	121.6	104.1	102.7
CCc1cc(C)cc(O)c1	106.9	99.4	111.4	98.0	98.2	102.2	103.8	115.7	113.7
COc1ccc(C2N(c3ccc(O)cc3)N=C(C(C)=O)N2[C@@H]2[C@@H](OC(C)=O)O[C@@H](COC(C)=O)[C@H](OC(C)=O)[C@H]2OC(C)=O)cc1 (some centres not stated)	99.5	107.2	94.2	92.0	96.1	99.9	113.4	122.0	101.2
O=C(CSc1nc2ccccc2c(=O)n1-c1ccc(S(=O)(=O)Nc2ccc(Cl)nn2)cc1)NCCc1ccccc1	96.3	88.5	100.4	96.4	98.0	63.2	103.4	104.2	85.9
O=C(CSCc1ccc([N+](=O)[O-])cc1)c1ccc(Br)cc1	99.9	95.4	92.6	84.5	98.8	80.7	107.4	105.6	100.9
C1=Cc2ccccc2N(c2nnc(-c3ccccc3)o2)c2ccccc21	99.9	102.3	45.8	.	66.6	80.0	121.0	91.3	92.3
CC(C)OC(=O)c1ccc(NC(=O)CN2CCOCC2)cc1	102.6	95.5	96.5	95.0	94.6	97.0	103.4	120.5	100.2
O=C(C(=Cc1ccc(F)cc1)C(=O)c1ccccc1)c1ccccc1	94.7	95.2	94.3	116.0	93.0	.	103.9	113.9	99.9
CC(C)C1=NOC(=O)C1=Cc1cn(-c2ccccc2)nc1-c1ccccc1	60.1	49.2	77.4	72.5	28.9	93.6	91.8	110.1	79.5
Cc1ccc2nc(NC(=O)CSc3nc(NN=Cc4ccccc4)c(C#N)c(-c4ccccc4)n3)sc2c1	88.8	100.6	85.0	70.1	87.3	80.3	103.8	113.8	93.2
Cc1ccc(/C=C2/SC(=S)N(CC(=O)Nc3ncc(Cc4ccc(Cl)cc4)s3)C2=O)cc1	102.9	106.5	96.1	84.6	102.4	92.3	96.0	116.0	100.2
CSc1nc2c(c(=O)[nH]1)C(c1ccc(Cl)cc1)C1=C(N2)/C(=C/c2ccc(Cl)cc2)CCC1 (configuration not stated)	77.9	59.1	74.7	82.2	58.6	91.0	97.1	.	88.5
CC(=O)OCC1(C)OC(=O)N(c2ccccc2)C1=O (configuration not stated)	107.8	100.8	103.1	108.2	100.0	106.6	108.3	106.9	106.3
COc1ccc(Oc2c(I)cc(CC(NC(C)=O)C(=O)O)cc2I)cc1 (configuration not stated)	103.8	85.2	96.6	87.1	79.6	79.7	88.0	107.7	113.3
CCOC(=O)C1CCC(OC(C)=O)C(OC2CC(C(=O)OCC)CCC2OC(C)=O)C1 (configuration not stated)	112.0	116.3	103.2	90.7	94.6	80.9	100.4	116.8	106.6
COc1ccc(N2CCN(C(=O)Cc3ccc(NS(=O)(=O)c4ccccc4)cc3)CC2)cc1	97.5	111.5	99.3	84.7	84.0	80.6	98.7	115.6	97.6
CN1C(=O)N(C)C2SC(N/N=C/c3ccccc3)=NC21 (configuration not stated)	38.3	38.5	30.1	60.7	51.5	81.7	81.9	92.5	46.7
COc1cccc(Nc2sc(C(=O)c3cc4cc(Cl)ccc4o3)c(N)c2C#N)c1	104.3	107.5	99.5	92.1	89.3	118.2	103.1	88.6	91.9
Fc1ccccc1-c1nc(-c2nc3cc(Cl)c(Cl)cc3[nH]2)c2ccccn12	80.2	70.8	.	38.1	37.7	103.9	96.2	89.6	80.5
COc1ccc(OC)c2c1[nH]c(=O)c1c3ncccc3cn21	15.2	-9.4*	22.8	59.7	21.7	31.5	36.1	22.8	32.5
CCOC(=O)c1sc2nc(-c3cccc(O)c3)nc(N3CCOCC3)c2c1C	73.2	98.2	43.7	21.1	68.1	97.8	78.2	105.1	63.3
NC(=O)CC1C=CCC1 (configuration not stated)	97.3	96.3	99.5	84.3	104.9	97.1	101.5	113.7	102.5
CC(/C=C\c1ccccc1)c1ccccc1 (configuration not stated)	105.5	97.6	98.0	88.0	98.7	90.7	111.7	101.0	115.2
O=C1Nc2ccc([N+](=O)[O-])cc2C1=Nc1ccccc1	102.1	122.4	92.5	101.2	105.8	116.4	112.0	108.3	104.7
COC(=O)C1(CC(=O)c2cccc([N+](=O)[O-])c2)NC(=S)NC(=O)C1C#N (configuration not stated)	116.8	118.0	104.6	92.3	105.2	129.4	107.9	114.5	107.2
Cc1sc2nc3nc(CC#N)[nH]n3c(=O)c2c1C	112.3	101.4	98.5	100.3	105.4	116.3	100.6	80.4	107.7
CCCCC1COc2cccc3c2N1C=C/C3=C\C(=O)N(C)c1ccc(OC(F)(F)F)cc1 (configuration not stated)	106.6	98.4	96.1	95.9	94.5	88.4	108.8	109.1	101.2
CCS(=O)(=O)Oc1ccc(-c2cn3ccoc3n2)cc1	103.8	101.2	98.9	101.6	102.0	87.7	101.6	119.6	103.5
O=C(Nc1cccc(Cl)c1)ON1CCCCC1	106.2	115.6	100.9	103.4	103.6	88.2	90.9	108.3	107.9
Cc1noc(N)c1C(=O)Nc1ccc2c(c1)OCO2	115.7	103.8	106.2	101.4	108.8	109.0	113.6	121.7	106.4
CCCCOB(OCCCC)c1cccc(B(OCCCC)OCCCC)c1	96.4	95.6	100.8	67.1	105.2	92.0	111.1	104.8	107.7
CCOC(=O)c1ccccc1NC(=O)CNCC(C)C	101.1	100.8	105.5	102.2	97.6	107.2	105.3	111.5	103.4
CN(C)Cc1cc(Cl)cc(Cc2cc(Cl)cc(CN(C)C)c2O)c1O	102.7	91.5	81.7	62.9	73.9	86.4	77.6	93.0	81.3
CCOC(=O)C(CC(C)=O)c1ccccc1 (configuration not stated)	102.6	101.0	103.9	108.1	104.1	85.2	107.8	135.0	110.9
COC(=O)c1ccc(OC)cc1	102.2	122.3	120.8	92.3	94.4	85.8	92.7	110.7	98.9
Oc1ccccc1Nc1ccccn1	105.7	102.1	97.0	80.3	104.2	102.1	99.4	106.7	94.2
NS(=O)(=O)c1ccc(NC(=S)NC(=O)c2ccco2)cc1	114.1	107.0	98.5	75.2	260.0	126.8	88.1	136.0	106.2
O=C(O)c1ccc[nH]1	98.6	108.3	99.9	94.9	107.5	95.5	102.9	113.3	110.3
CC(=O)N(CCC(C)C)c1ccccc1	104.3	108.0	108.8	101.3	104.1	97.2	116.3	110.4	111.0
NC(N)=NCCCCNC(=O)C1=NOC2(C=C(Br)C(=O)C(Br)=C2)C1	106.4	111.4	105.1	107.5	98.2	122.1	114.7	118.2	108.1
Cc1ccc(-c2nc(N3CCNCC3)c3oc(-c4ccccc4)nc3n2)cc1	-55.1*	-93.8*	-77.7*	85.4	-71.0*	95.7	-61.1*	-91.1*	-89.1*
Cn1cc(-c2cc(N)n3nc(-c4c[nH]c5ccccc45)cc3n2)c2cc(F)ccc21	-76.8*	-35.4*	-77.5*	71.5	-71.3*	99.0	-65.5*	-47.4*	-33.9*
Nc1nc2cc(Cl)c(Cl)cc2n2cc3ccccc3c12	76.2	67.6	46.2	123.9	54.8	81.2	92.4	.	71.7
CC/C(=C(\CC)c1ccc(OCCN(CC)CC)cc1)c1ccc(OCCN(CC)CC)cc1	9.6*	-0.4*	6.7*	39.1	16.7	43.4	63.2	4.9*	33.5
